# High-throughput results from PubChem BioAssay.
# ARNT-TACC3 inh: disruptors of human ARNT/TACC3 interaction; inhibition, % at 9.99 µM; hit rate 0.66% among 390,000; Q9Y6A5; AlphaScreen His-ARNT PAS-B/GST-TACC3 binding, luminescence; TACC3 fragment carries E629A point mutation;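 active = mean inhibition of replicates at least 50% and at least half of replicates each reaching 50%; inconclusive = half or more replicates reach 50% but mean below 50%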;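 also: 0% = complete ARNT plus TACC3 wells and 100% = ARNT alone without TACC3; many hits fall short of the cut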
# Cneo AK release: Cryptococcus neoformans lysis via adenylate kinase release; lysis activity, % at 15 µM; hit rate 0.2% among 360,000; C. neoformans lysis, adenylate kinase release luminescence, 4 h; normalised: neutral wells 0, clomiphene wells 100;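 active = mean lysis activity across replicates of at least 80%, whatever share of replicates individually reach that level; inactive = mean lysis activity below 80%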
#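 Material – Cryptococcus neoformans yeast cells · Quantity – 5 × 10^6 yeast cells/mL · Buffer or medium – YPD medium · Compound – single dose · Timing – 4 h static compound exposure, 37 °C, read 1 h post-reagent · Signal – adenylate kinase release luminescence · Read-out basis – lysis from increased AK signal · Benchmarks – Clomiphene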
# PAX8 reporter: PAX8 transcriptional activity inhibition. inhibition, % at 12.6 µM. RMG-I TPO-luciferase reporter, SteadyGlo, 24 h. AID 652154. hit rate 1.2% among 360,000;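 active = mean replicate inhibition at least 60% with every replicate also reaching 60%; inconclusive = only one of the two criteria is met; inactive = mean below 60% and not all replicates reaching 60%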;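 also: luciferase light reporting Pax8 driven TPO promoter activity; plate controls were median of neutral control wells for no effect and mitoxantrone controls for full effect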
# PglD inh: blocks C. jejuni PglD acetyltransferase activity. purified PglD enzyme, DTNB colorimetric CoA detection. inhibition, % at 12.5 µM. hit rate 0.098% among 360,000; in the data active = inhibition above about 16%, passing the limit was not always enough; inconclusive = no clear call, values can overlap the other calls; also: strong numbers were not always called active
# LGR2 antag: Drosophila LGR2 receptor signaling inhibition. hit rate 0.35% among 380,000. HEK293 LGR2, CRE-luciferase, bursicon-stimulated, 4 h. AID 720647. inhibition, % at 9.99 µM;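 active = drop in luminescence signal, shown as inhibition above about 50% in the replicate tests, limit read from the data, passing the limit was not always enough; inconclusive = probably only some replicates passing the limit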;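 also: agonist challenge used bursicon conditioned medium at about half maximal strength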
# INS-1E GSIS act: GLuc luminescence reporter in INS-1E cells, primary screen for activators of glucose-dependent secretion of insulin; INS-1E GLuc reporter insulin secretion, 2-3 h; activation, % at 16.6 µM; hit rate 0.61% among 370,000; AID 743287;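 active = lowest replicate activation of at least 40%, so every replicate reaches that level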;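 also: 0% = median of neutral control wells and 100% = median of IBMX positive control wells; some compounds called inactive have numbers as strong as hits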
# C2C12 statin: suppressors of simvastatin-induced myotoxicity in C2C12 myotubes | hit rate 0.78% among 330,000 | rescue of ATP level, % at 7.49 µM | ATP luminescence, 48 h; scaled: DMSO 0, geranylgeraniol control 100;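 active = mean ATP rescue above about 67%, or every replicate alone reaching that limit, limit read from the data, passing the limit was not always enough; inconclusive = no clear call, values can overlap the other calls; inactive = mean under the limit and some replicate under it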;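 also: myotubes were challenged with 10 µM simvastatin during compound exposure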
# PGC1a acetyl inh: lowers PGC1a acetylation signal in U2OS cells. AID 651687. inhibition, % at 15.6 µM. AlphaScreen anti-acetyl-lysine; with virally co-expressed GCN5 acetyltransferase. hit rate 0.17% among 350,000;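 active = every replicate shows inhibition of at least 40%; inconclusive = mean inhibition at least 40% but some replicate below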;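 also: 0% = neutral control wells and 100% = positive control wells; some results beyond the cut were filed as inactive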
# Numbers without * were called inactive; ? = inconclusive; . = no result given; & = joins results of further samples.
SMILES,ARNT-TACC3 inh,Cneo AK release,PAX8 reporter,PglD inh,LGR2 antag,INS-1E GSIS act,C2C12 statin,PGC1a acetyl inh
CCC(C)NC(=O)CNC(=S)N(Cc1ccc(F)cc1)C1CCCCC1 (stereo unspecified),-4.9,.,7.8,.,0.9,-2.3,.,0.9
CCCN1C2CCCC1CC(NC(=S)NCCCOCC)C2 (stereo unspecified),2.1,.,-21.0,.,25.6,10.0,.,2.1
CC(=O)N1c2ccc(S(=O)(=O)N(C)CC(=O)N(C)Cc3ccccc3)cc2CC1C (stereo unspecified),-0.4,2.7,-0.6,0.8,13.3,17.2,7.0,-6.5
C[C@H](CO)N1C[C@H](C)[C@@H](CN(C)C(=O)Nc2ccc3c(c2)OCO3)Oc2c(cccc2N(C)C)C1=O,-0.6,0.4&-0.5,-27.5&-23.0,0.8&2.3,?,-11.7&10.7,4.4&5.7,-14.6
CC(C)(C)c1ccc(OCC(O)CN2CCN(c3ccccn3)CC2)cc1 (stereo unspecified),-0.9,4.7,7.9,6.4,-3.3,-54.7,-18.9,8.0
COc1cccc(-c2ncc3ccccc3c2COC(=O)c2ccco2)c1,11.9,5.4,-12.9,0.9,-18.5,-0.6,-1.1,.
COc1cc(C2CC(=O)c3cnc(N)nc3C2)cc(OC)c1OC (stereo unspecified),-2.0,1.5,0.3,4.1,.,.,-12.1,1.3
CCOc1ncccc1C(=O)OCc1ccc(C#N)cc1,-5.3,.,-9.4,.,-25.4,54.7*,.,.
C[C@@H]1CCCCO[C@@H](CN(C)S(C)(=O)=O)[C@@H](C)CN([C@H](C)CO)C(=O)c2cc(NS(C)(=O)=O)ccc2O1,2.1,-0.3,1.2,2.7,12.4,8.5,.,2.5
NC(=O)CC12CC3CC(C1)CC(CC(N)=O)(C3)C2,-16.9,0.4,.,-4.0,.,6.4,-28.7,11.0
CCOC(=O)N1CCN(CC(=O)Nc2c(C(=O)OC)[nH]c3ccc(Cl)cc23)CC1,.,-3.7,.,-3.7,.,.,3.2,0.6
COc1ccc(/C=N/Nc2nc(=O)[nH]nc2C)cc1OC,24.9,.,2.1,.,-9.2,11.4,.,-8.0
c1ccc(Nc2nc(-c3ccncc3)cs2)cc1,-2.2,-1.2,.,1.9,.,.,-63.5,-1.7
Nc1ccc(-c2nc3cc(N)ccc3s2)cc1,2.6,-3.4,-38.9,-0.5,34.2,-8.6,-4.7,7.1
O=C(Nc1ccc2c(c1)OCO2)C(c1ccccc1)N1CCN(C(=O)c2ccco2)CC1 (stereo unspecified),-5.4,1.0,15.3,-3.7,.,.,.,-0.6
C[C@H]1CN([C@@H](C)CO)C(=O)Cc2cc(NC(=O)Nc3ccccc3)ccc2O[C@H]1CN(C)S(=O)(=O)c1ccccc1,-2.5,4.9,19.6,0.2,.,.,-39.0,4.1
O=C(CCN1C(=O)C2CCCCC2C1=O)Nc1ccc(F)c(F)c1F (stereo unspecified),-8.1,-0.5,2.7,4.6,.,-9.4,.,.
CO[C@@H]1CN(C)C(=O)c2ccc(NC(=O)Nc3c(C)noc3C)cc2OC[C@@H](C)N(CC2CC2)C[C@H]1C,-6.4,3.4,-4.0,-2.1,9.7,14.4,9.3,-12.6
COC(=O)C(CCSC)NC(=O)C12CC3CC(CC(C3)C1)C2 (stereo unspecified),1.0,-3.9,.,2.3,13.6,0.7,-4.8,-8.4
COC1C(O)C(O)C(O)C(O)C1O (stereo unspecified),-0.5,0.0,.,-6.6,-9.2,0.3,3.7,-10.3
CCOc1ccc(CN2CCN(S(=O)(=O)c3ccc(NC(C)=O)cc3)CC2)cc1,-1.0,.,38.2,.,-8.2,-22.2,.,-16.8
C[C@@H]1CN([C@@H](C)CO)C(=O)c2cccc(NC(=O)Nc3ccc4c(c3)OCO4)c2O[C@H]1CN(C)CC1CCCCC1,10.7,-8.5,-54.2,-0.2,-39.1,-18.3,7.7,-17.9
COc1cc(-c2n[nH]c(=S)n2-c2ccc(Br)cc2)cc(OC)c1OC,-0.8,0.1,-9.2,3.6,3.0,8.6,-1.0,16.0
COCC#Cc1ccc2c(c1)O[C@@H](CN(C)C(C)=O)[C@H](C)CN([C@H](C)CO)S2(=O)=O,-11.0,6.2,.,2.7,-9.8,9.9,.,-8.4
Cc1ccc(NC(=O)CC2CCCC2)c(Br)c1,-3.7,.,-112.9,.,-31.9,-30.6,16.2,-7.2
COc1ccc(NC(=O)CN(C)C(=O)c2ccc(NS(=O)(=O)c3ccc(F)cc3)cc2)cc1,-1.7,-2.6,-0.7,0.4,-2.7,-18.3,-11.2,-12.4
COc1cccc(NC(=O)CCCOc2cc(=O)n(C)c3ccccc23)c1,-4.3,0.2,.,1.3,.,.,-1.5,-37.8
Cc1cccc(CCNC(=O)c2cc(S(=O)(=O)N3CCCCC3)c[nH]2)c1,-22.2,0.6,-2.2,.,-4.2,.,12.8,4.0
CO[C@@H](CN(C)S(=O)(=O)c1cccc(Cl)c1)[C@H](C)CN(C(=O)Nc1ccccc1F)[C@H](C)CO,1.8,3.6,.,2.1,-1.0,-13.6,3.7,-1.1
COc1ccccc1N(CC(=O)NCC1CCCO1)C(=O)CCC(=O)Nc1cc(C)on1 (stereo unspecified),.,-1.1,4.9,3.4,-47.8,-1.3,3.7,.
C[C@@H](C(=O)Nc1cc(C(F)(F)F)ccc1N1CCOCC1)N1C(=O)C2CC=CCC2C1=O (stereo partly specified),2.8,.,.,.,-8.5,-0.4,.,?
Nc1cc(=O)[nH]c(SCc2ccc(Cl)cc2Cl)n1,-1.1,4.1,15.2,3.2,-0.8,-24.7,3.4,12.1
Cc1cc(C)cc(N2C(=O)C3CC=CCC3C2=O)c1 (stereo unspecified),-1.8,-1.6,.,0.4,.,14.7,8.4,-22.2
CCCN(CCC)c1ccc(C(O)c2nnc(-c3ccccc3)o2)cc1 (stereo unspecified),-5.9,0.8,0.2,-5.8,-4.9,4.4,3.9,-5.0
Cc1ccc(NC(=O)Cn2ccsc2=N)c([N+](=O)[O-])c1,-14.4,.,-17.3,.,26.7,-11.4,.,-3.0
CCOC(=O)C1CC(c2ccccc2)=NNC1=O (stereo unspecified),-4.4,.,-13.2,.,16.9,27.6,.,-1.1
Cc1ccccc1S(=O)(=O)N1CC(=O)N2[C@H](CO)[C@H](c3ccc(C#CCC(C)C)cc3)[C@H]2C1,.,.,66.0*,.,10.8,8.9,.,0.1
COc1cc(CNCCSc2nnnn2C)cc(Br)c1OCc1ccccc1F,-5.0,1.2,.,-2.5,.,.,-31.4,-25.3
C[C@@H]1CN([C@H](C)CO)C(=O)c2cccc(NS(=O)(=O)c3ccc(F)cc3)c2O[C@@H]1CN(C)CC1CC1,1.0,-4.3,0.4,-0.8,-4.5,11.1,8.1,.
O=C(NNC(=O)c1ccccc1C(=O)O)c1ccc(O)cc1,-2.4,-34.9,4.0,10.3,-9.8,3.1,9.1,10.8
CCCCNC(=O)c1onc(CSc2ccc(F)cc2)c1C(=O)O,-17.9,1.5,3.9,4.7,-12.0,15.7,1.1,.
C[C@H](CO)N1C[C@H](C)[C@H](CN(C)CC2CC2)Oc2ccc(NC(=O)C3CCCCC3)cc2CC1=O,-1.4,25.6,-5.6,-0.7,-6.7,18.5,0.3,-2.9
CCC(=O)N1C[C@@H](C)[C@@H](OC)CN(C)C(=O)c2ccc(NC(=O)c3ccc(F)cc3)cc2OC[C@H]1C,-2.9,-3.8,.,1.6,9.4,-2.4,-5.0,4.0
COc1cc(/C=C2\SC(=O)N(CC(=O)Nc3ccc(C)cc3)C2=O)cc(Cl)c1OCC(=O)O,2.9,-1.5,3.2,-2.9,-0.6,8.0,0.3,.
O=C(Cn1cc(C(F)(F)F)cc(Cl)c1=O)NCc1ccc(F)cc1,-4.5,1.1,-92.5,-4.1,-9.8,9.9,1.2,.
O=C(CN1C(=O)c2ccccc2C1=O)Nc1ccccc1,2.4,0.9,16.0,5.7,-3.7,19.1,-2.1,-15.3
O=C(CCN1CCOCC1)Nc1ccc(Cl)cc1,-2.6,0.1,22.9,-1.2,-8.0,3.2,-7.6,.
O=C(Nc1cc(Br)ccc1F)c1nc[nH]c1C(=O)NCc1ccccc1,.,-0.2,-27.1,0.2,-6.6,20.3,-2.4,-2.5
Cc1ccc(S(=O)(=O)N2CCOC2CNC(=O)C(=O)NCc2ccc(Cl)cc2)cc1 (stereo unspecified),-13.2,4.0,2.4,9.8,9.7,-6.9,.,-8.4
CN(C)c1ccc2c(c1)[C@@H]1C[C@@H](CC(=O)NCCN3CCCCC3)O[C@H](CO)[C@@H]1O2,5.5,41.1,-0.9,0.3,-3.6,23.0,0.7,6.9
O=C(c1cc(COc2ccc3c(c2)CCCC3)on1)N1CCCC1,-16.9,-2.2,-241.7,-3.5,-42.0,-19.5,0.4,.
CCC(CC)C(=O)N(C)c1c(C)nc2c(OCCOc3ccccc3)cccn12,.,1.2,22.7,15.1,14.2,-22.7,-41.9,6.1
Cc1cc(C)c(NC(=O)CN2CCN(C)CC2)c(C)c1,.,0.5,-25.8,5.5,-33.5,-2.9,2.8,4.7
CC(Sc1ccc(S(=O)(=O)N2CCCCCC2)cn1)C(N)=O (stereo unspecified),0.1,-0.8,-1.1,-6.3,-8.7,-24.1,-3.2,-8.8
CC(C)c1cn(CC[C@H]2CC[C@H](NS(=O)(=O)c3ccccc3)[C@@H](CO)O2)nn1,-12.0,3.3,9.9,-3.4,-8.7,21.5,1.5,-0.2
CC(C)n1cc(C(=O)N2CCCC(N3CCN(c4cccc(Cl)c4)CC3)C2)cn1 (stereo unspecified),-1.3,2.4,-1.7,-0.3,-5.6,-14.4,3.3,-0.1
C/C(=N\NC(=O)c1ccc(CSc2nncn2C)cc1)c1ccc(C#N)cc1,-5.0,.,8.3,.,-8.6,-0.6,.,.
CN(C)/C=N/c1nc2ncc(-c3ccc(Cl)cc3)c(/N=C/N(C)C)n2n1,-6.5,0.7,-4.7,6.1,?,11.6,2.3,16.2
Cc1cc(C)cc(NC(=S)N(Cc2ccc(Cl)cc2)Cc2ccc(C(=O)O)cc2)c1,0.8,2.0,-2.7,2.3,7.3,-11.7,6.3,6.8

# Whole records, quoted from the list. Screens in order: ARNT-TACC3 inh	Cneo AK release	PAX8 reporter	PglD inh	LGR2 antag	INS-1E GSIS act	C2C12 statin	PGC1a acetyl inh
# Entry for `CCOc1ncccc1C(=O)OCc1ccc(C#N)cc1` : -5.3	.	-9.4	.	-25.4	54.7*	.	.
# Entry for `Cc1cc(C)c(NC(=O)CN2CCN(C)CC2)c(C)c1` : .	0.5	-25.8	5.5	-33.5	-2.9	2.8	4.7
# Entry for `COC(=O)C(CCSC)NC(=O)C12CC3CC(CC(C3)C1)C2` (stereo unspecified) : 1.0	-3.9	.	2.3	13.6	0.7	-4.8	-8.4

# Gathered by group, the compounds so far with a cyano group (2)
SMILES,ARNT-TACC3 inh,Cneo AK release,PAX8 reporter,PglD inh,LGR2 antag,INS-1E GSIS act,C2C12 statin,PGC1a acetyl inh
CCOc1ncccc1C(=O)OCc1ccc(C#N)cc1,-5.3,.,-9.4,.,-25.4,54.7*,.,.
C/C(=N\NC(=O)c1ccc(CSc2nncn2C)cc1)c1ccc(C#N)cc1,-5.0,.,8.3,.,-8.6,-0.6,.,.
